Assay outcomes (PubChem)
ALDH1A1 block: ALDH1A1 (human) enzyme inhibition; Potency, µM (top dose mostly 75.3 µM), inactives show at the highest dose activity, negative = inhibition, hits mostly inhibitors; 220,000 tested, 7.3% active; AID 1030; Purified ALDH1A1, NADH fluorescence, propionaldehyde substrate; active means well fitted inhibition curve with a large enough effect, not every such curve was filed as active; inconclusive means small, poorly fitted or top-dose-only effect, or another doubt; inactive means no such curve, though single readings can be large or run the other way;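 further: plate controls were no enzyme wells and a reference inhibitor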
TexasRed fluor: alters Texas Red total fluorescence, flagging assay interference; TRb/SRC2 Texas Red total fluorescence interference; AID 1479; Potency, µM (doses to about 106 µM), for inactives: at the highest dose fluorescence change, negative = quenching; 280,000 tested, 0.29% active; active means well fitted curve in either direction with a large enough effect; inconclusive means small, poorly fitted or top-dose-only effect; further: on the % scale 0 is the no-effect control and ±100 the full control effect
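Human TRβ ligand-binding domain (0.6 uM) and Texas Red SRC2 peptide (20 nM) in Tris buffer with 1 uM T3 and 5% DMSO were incubated with pinned compound for 5 hr at ambient temperature. Total fluorescence was computed as S + 2P (555/632 nm).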
KDM4E inh: blocks human JMJD2E demethylase activity; B2RXH2; JMJD2E catalytic domain, FDH-coupled NADH fluorescence (FDH is formaldehyde dehydrogenase); Potency, µM (doses to about 57.1 µM), inactives show top-dose activity change, negative = inhibition, actives largely listed as inhibitors; 230,000 tested, 1.6% active; active means well fitted inhibition curve with a large enough effect, not every such curve was filed as active; inconclusive means small, poorly fitted or top-dose-only effect, or another doubt; inactive means no such curve, though single readings can be large or run the other way;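 further: 0% = wells with enzyme and -100% = buffer wells without enzyme; nearly all actives have a fitted effect of over 50% in size; many of its hits are not listed in these tables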
Target sequence (B2RXH2 1-337 limits assumed): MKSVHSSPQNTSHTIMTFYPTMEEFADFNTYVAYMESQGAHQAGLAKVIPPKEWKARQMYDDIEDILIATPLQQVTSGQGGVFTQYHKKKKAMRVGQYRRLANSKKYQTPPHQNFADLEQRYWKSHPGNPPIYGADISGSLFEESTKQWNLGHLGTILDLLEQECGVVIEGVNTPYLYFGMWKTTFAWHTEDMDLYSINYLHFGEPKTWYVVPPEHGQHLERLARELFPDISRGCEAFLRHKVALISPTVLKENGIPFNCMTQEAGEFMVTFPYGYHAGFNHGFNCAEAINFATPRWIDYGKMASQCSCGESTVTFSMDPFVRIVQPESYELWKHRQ
RECQ1 inh: blocks DNA unwinding by human RECQ1; P46063; 240,000 tested, 0.54% active; Potency, µM (titrated, usually from 57.3 µM), inactives show top-dose activity, negative = inhibition, actives largely listed as inhibitors; AID 2549; RECQ1 DNA unwinding, red fluorescence kinetic read;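 further: plate controls were vehicle for no effect and no enzyme for full effect; nearly all actives have a fitted effect of over 30% in size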
Target sequence (P46063 whole entry, looked up): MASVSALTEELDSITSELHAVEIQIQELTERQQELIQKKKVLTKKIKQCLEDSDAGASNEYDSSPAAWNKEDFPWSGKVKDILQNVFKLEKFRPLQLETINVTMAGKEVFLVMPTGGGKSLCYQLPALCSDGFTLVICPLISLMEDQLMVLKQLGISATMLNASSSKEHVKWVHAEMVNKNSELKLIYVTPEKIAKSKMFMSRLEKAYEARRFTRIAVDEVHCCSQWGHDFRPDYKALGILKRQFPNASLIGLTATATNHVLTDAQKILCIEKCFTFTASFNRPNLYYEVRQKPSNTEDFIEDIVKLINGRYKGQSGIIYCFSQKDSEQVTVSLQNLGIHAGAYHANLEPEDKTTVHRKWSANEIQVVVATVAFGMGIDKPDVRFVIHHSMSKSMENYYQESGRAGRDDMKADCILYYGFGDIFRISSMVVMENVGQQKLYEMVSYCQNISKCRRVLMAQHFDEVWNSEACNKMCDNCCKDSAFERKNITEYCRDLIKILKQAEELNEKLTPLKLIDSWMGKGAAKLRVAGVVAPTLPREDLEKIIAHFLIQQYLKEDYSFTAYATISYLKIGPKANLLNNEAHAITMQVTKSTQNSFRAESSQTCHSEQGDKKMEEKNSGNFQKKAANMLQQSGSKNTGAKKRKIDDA
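50 nM RECQ1T1 preincubated 15 min with compound in Tris pH 8.0 buffer with MgCl2, DTT, Tween-20 and 2.5 ug/ml poly(dI-dC); started with 200 nM TAMRA/BHQ-2 forked duplex and 2 mM ATP. Unwinding read as fluorescence (525/598 nm), two reads 2 h apart.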
TRb-SRC2 inh: TRbeta-SRC2 interaction inhibition | P10828 | TRbeta-SRC2 peptide binding, fluorescence polarization; receptor liganded with 1 µM T3 | Potency, µM (titrated, usually from 106 µM), inactives show at the top dose activity change, negative = inhibition, usual class: inhibitors | 280,000 tested, 0.065% active | AID 1469;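 further: plate controls were bound peptide for no effect and peptide without receptor for full effect; nearly all actives have a fitted effect of over 50% in size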
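Decrease in fluorescence polarization of 20 nM Texas Red SRC2 coactivator peptide flagged inhibition of its binding to 0.6 uM TRb LBD; 1 uM T3 included, incubation 5 hr, ex 555/em 632 nm.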
GoLoco inh red: blocks human Gai1 binding to RGS12 GoLoco peptide, red readout; AID 880; P63096; 230,000 tested, 0.44% active; Potency, µM (titrated, usually from 61.6 µM), for inactives: at the highest dose activity, negative = inhibition, hits mostly inhibitors; Gai1:RGS12 GoLoco peptide FP, rhodamine, 10 min; active means well fitted inhibition curve with a large enough effect, not every such curve was filed as active; inactive means no such curve, though single readings can be large or run the other way; further: on the % scale 0 is the no-effect control and ±100 the full control effect; nearly all actives have a fitted effect of over 30% in size; many of its hits are not listed in these tables
SMN2 splice up: SMN2 splice variant enhancement. HEK293 SMN2-luciferase splicing reporter, luminescence, 30-36 h. Potency, µM (doses to about 46.1 µM), inactives show at the top dose activity change, positive = activation, usual class: activators. 210,000 tested, 2.8% active; further: % of control where 0% means no effect; nearly all actives have a fitted effect of over 55% in size
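HEK293 cells carry an SMN2 […]–luciferase reporter in which exon 7 inclusion puts luciferase in frame. Cells were plated 10-12 h before compound addition, then incubated 30-36 h at 37C. ONE-Glo luminescence was read; sodium butyrate at 4.5 mM final served as control.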
Lamin A splicing: modulators of lamin A splicing; HeLa LMNA splicing GFP/RFP minigene ratio, 48 h; Potency, µM (doses to about 46.1 µM), without a hit: at the top dose ratio change, negative = inhibition, hits mostly inhibitors; 200,000 tested, 0.01% active; AID 1487; active means well fitted inhibition curve with a large enough effect in the signal ratio, with a control signal flat, not every such curve was filed as active; inconclusive means small, poorly fitted or top-dose-only effect, or effect the other way, or a change in a side signal; the % refers to the signal ratio; further: on the % scale 0 is the no-effect control and ±100 the full control effect
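Read-out is the ratio of GFP to DsRed2 object intensity, acquired by 488 nm laser-scanning cytometry on HeLa lamin A-EGFP minigene reporter cells. Compound incubation 48 hrs at 37 °C in Opti-MEM with 2% FBS; DMSO 0.5% final.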
An asterisk follows results filed as active; i = inactive; ? = inconclusive; · = not tested or not shown; & = joins results of further samples; [ ] = another dose, or the depositor's remark. Unless noted, the call rests on the fitted dose curve; in most records, active means well fitted curve in the direction sought with a large enough effect; inconclusive means small, poorly fitted or top-dose-only effect, or another doubt; inactive means no such curve, though single readings can be large; an effect the other way counts as inactive or inconclusive. Potency means the concentration at half of the fitted maximal effect.

Value order: TRb-SRC2 inh	ALDH1A1 block	GoLoco inh red	Lamin A splicing	TexasRed fluor	RECQ1 inh	SMN2 splice up	KDM4E inh
COc1ccc(-c2noc(-c3ccccc3C(=O)Nc3cccc(OC)c3)n2)cc1
  2.6%	?	7.8%	?	0.6%	-0.4%	-35.3%[inhibitor]	69.3%[activator]
Cc1[nH]c(=O)[nH]c(=O)c1N1CCOCC1
  -1.2%	·	8.4%	·	0.4%	-1.9%	·	-9.4%
COC(=O)C1CCN(C(=O)Nc2ccccc2)CC1
  -1.6%	19.1%	0.6%	14.6%[46 µM]	-1.6%	i	-9.0%	0.7%
Clc1ccc(C2[C@H]3CN(Cc4ccc(-c5ccccc5)cc4)[C@H](c4ccccc4)C34CC2(c2ccccc2)C4)cn1 (stereo partly drawn)
  -3.4%&4.7%	?	13.2%&16.6%	·	-2.4%&-0.5%	i	-12.4%	?
Cc1nc2c(C)cccc2cc1C(=O)N/N=C/c1ccc(N(C)C)cc1
  -8.2%	11.2µM*	-18.5%	?	1.0%	7.1%	?	-25.3%
COc1ccc(C(=O)OCC(=O)Nc2ccc(Cl)cn2)cc1
  3.0%	2.4%	9.2%	·	-0.6%	-5.8%	·	3.8%
O=C(N/N=C/C1CC=CCC1)c1cc2ccccc2cc1O (stereo not drawn)
  8.9%	0.0%	26.5%	?	-24.2%	-9.2%	18.9%	-28.9%
CSCCC(C(=O)NC1=NCCS1)N1C(=O)c2ccccc2C1=O (stereo not drawn)
  -15.6%	-2.7%	2.8%	2.6%	1.8%	-3.0%	-43.1%[inhibitor]	-3.1%
CN1CC=C2C(C#N)=C(N)C(C#N)(C#N)[C@H](c3cccc(Cl)c3)C2C1 (stereo partly drawn)
  0.3%	?	-4.9%	-8.7%	0.5%	-2.5%	15.0%	?
COc1ccc(CN2CN(C(C)C)CSC2=S)cc1
  -5.9%	?	5.6%	?	1.0%	-8.7%	5.6%	7.7%
CCOC(=O)CSc1nnc(Cc2ccccc2)n1Cc1ccco1
  8.9%	-1.4%	0.2%	7.1%	3.5%	-1.3%	2.8%	1.4%
Cc1c(N)cc(N)cc1C(=O)O
  -15.8%	·	-10.6%	·	11.8%	-0.7%	·	?
O=C(N/C(=N\O)c1ccccc1)Nc1ccc(Cl)cc1
  -4.3%	?	-7.2%	6.4%	-5.9%	9.2%	·	8.9%
CC1=C/C(=N\OS(=O)(=O)c2ccccc2)C(C)=CC1=O
  3.0%	?	7.2%	?	-2.7%	0.8%	-13.4%	13.0%
C/C(=N\NC(=O)CNc1ccccc1)c1ccccc1
  2.6%	3.6%	10.4%	?	0.4%	-4.1%	·	-4.9%

Carrying on.
Value order: TRb-SRC2 inh	ALDH1A1 block	GoLoco inh red	Lamin A splicing	TexasRed fluor	RECQ1 inh	SMN2 splice up	KDM4E inh
O=C(CSc1nnc2n1CCCN2)c1ccc([N+](=O)[O-])cc1
  2.2%	·	0.0%	·	3.2%	-2.4%	·	0.0%
CCCCc1nc2ccccc2c(N)c1CCC (tested in a mixture with another compound)
  8.5%	1.4%	-31.1%	?	11.0%	0.9%	-68.6%[inhibitor]	3.6%
CCN(CC)S(=O)(=O)c1ccc(OC)c(NS(=O)(=O)c2cccc(C(=O)O)c2)c1
  -2.1%	?	-7.6%	-3.5%[46 µM]	0.2%	1.9%	-0.8%	-1.6%
CC(C)(C)C(=O)/C=C1\NC(=O)CS1
  1.8%	10.4%	-4.1%	·	-1.9%	-1.9%	-3.5%	9.2%
COc1ccccc1N1CCN(C(=O)/C=C/c2ccc(C)cc2)CC1
  2.2%	-1.9%	7.3%	?	-2.0%	-10.9%	-6.8%	-11.7%
COC(=O)[C@H](Cc1ccccc1)NC(=O)N1CCCCC1C (stereo partly drawn)
  1.2%	4.2%	-6.8%	9.5%	0.9%	-0.8%	-2.6%	3.5%
COc1ccc2c(c1)c(C(=O)CN1CCC(C(N)=O)CC1)c(C)n2C
  -5.8%	-5.0%	-8.7%	0.8%	-2.0%	i	-3.6%	1.4%
CCN(CC)S(=O)(=O)c1ccc(NC(=O)CN(c2cccc(C)c2)S(C)(=O)=O)cc1
  -3.2%	?	-9.8%	-10.0%	-5.7%	-4.3%	-31.8%[inhibitor]	0.2%
Cc1c(/C=N\NC(=O)C2COc3ccccc3O2)c2ccccc2n1C (stereo not drawn)
  4.4%	?	4.4%	?	-5.9%	-10.2%	15.4%	-20.1%
COc1ccccc1CNC(=O)CCNS(=O)(=O)c1cccc2nsnc12
  -2.4%&-0.7%	13.4%	1.9%	-1.1%	0.6%&-1.9%	-4.2%	-6.9%&12.9%	2.8%
Cc1ccccc1NC(=O)Cn1nnc(-c2ccc(N3CCOCC3)cc2)n1
  -0.8%	?	-3.5%	3.8%	-0.2%	-13.6%	22.6%	-12.2%
COC(=O)c1ccc(S(=O)(=O)N2CCC(O)CC2)n1C
  4.9%	·	-12.7%	·	2.6%	-1.5%	·	-3.9%
O=C(/C=C\c1ccc2c(c1)OCO2)c1ccc(F)cc1
  3.2%[11.2 µM]	-9.5%[13.5 µM]	·	·	-0.8%[11.2 µM]	-3.4%[11.5 µM]	·	·
O=C(O)Cn1nnn(-c2ccccc2)c1=S
  -11.5%	3.0%	3.0%	-8.7%	1.3%	-1.7%	-7.6%	-4.7%
Cc1cc(N=Cc2cc(Br)ccc2O)no1
  -24.5%	1.1%	-0.9%	-12.0%	0.3%	-14.8%	?	-2.6%

(further entries)
Value order: TRb-SRC2 inh	ALDH1A1 block	GoLoco inh red	Lamin A splicing	TexasRed fluor	RECQ1 inh	SMN2 splice up	KDM4E inh
O=C(NCCCN1CCCC1)c1ccc2c(c1)N(Cc1ccccc1)CCS2
  4.3%	·	2.8%	·	-1.8%	8.1%	·	?
CC(C)C(NC(=O)C1CCCCC1)C(=O)NC1CCN(Cc2ccccc2)CC1 (stereo not drawn)
  -5.5%	9.9%	4.8%	6.1%	-1.5%	-4.5%	0.2%	11.9%
CCN1C(=O)/C(=C\c2nc3ccccc3c(=O)n2-c2ccccc2)c2ccccc21
  3.4%	?	-16.6%	?	1.3%	-1.2%	-48.7%[inhibitor]	?
CCOC(=O)CNC(=O)N1CCCC(CNS(=O)(=O)c2cccs2)C1 (stereo not drawn)
  -0.7%	-7.2%	4.2%	-6.2%[46 µM]	0.3%	-4.3%	·	1.4%
O=C(NCc1ccc2c(c1)OCO2)C1CCCN(C(=O)c2ccc(Cl)cc2)C1 (stereo not drawn)
  -12.0%	6.7%	3.7%	7.7%	-0.9%	-11.7%	-0.3%	-2.5%
Cc1ccccc1C(=O)Nc1nc2n(n1)C(c1ccccc1)CC(=O)N2 (stereo not drawn)
  -13.4%	-0.4%	1.1%	-5.6%	1.1%	9.8%	7.9%	-5.7%
CCN(CC)CCCN(C(=O)Cn1nnc(-c2ccc(OC)c(OC)c2)n1)C(C(=O)NC(C)(C)C)c1ccc(F)cc1 (stereo not drawn)
  6.1%[53 µM]	8.2%	20.4%	·	-2.3%[53 µM]	i	·	-14.4%
O=C(CSc1nc2ccccc2o1)Nc1nncs1
  -3.8%	2.0%	-3.3%	4.5%	-3.1%	?	-19.8%	8.9%
O=S(=O)(NCCSc1ccccc1)c1cccs1
  3.8%	?	-0.8%	-9.9%	-2.6%	-3.3%	-2.2%	13.3%
CSc1nnc([C@H](C)NC(=O)OC(C)(C)C)o1
  -6.6%	7.1%	-7.6%	3.4%	-1.9%	i	-4.0%	1.8%
Cc1cc(C)c(C(=O)CSC2=NC(N)=C(C#N)C3(CCCCC3)C2C(N)=O)cc1C (stereo not drawn)
  -7.7%	-6.5%	10.0%	-5.2%	0.3%	-1.5%	2.7%	2.4%
CCC(=O)Nc1ccc(NC(=S)NC(=O)c2cc3ccccc3o2)cc1
  1.9%	-3.6%	1.9%	7.5%	-0.9%	7.0%	-13.3%	12.6%
Cc1c(NC(=O)CN2CCCc3ccccc32)c(=O)n(-c2ccccc2)n1C
  -0.4%	15.8%	-2.7%	11.4%	0.3%	-9.2%	-8.3%	-0.8%
COc1ccc(Cc2nc3c4c(ncn3n2)Oc2ccc3ccccc3c2C4c2ccc(OC)c(OC)c2)cc1 (stereo not drawn)
  1.4%	?	1.7%	-7.5%	3.2%	-1.6%	7.9%	?
COc1ccc(-n2c(SCC(=O)N3CCCCC3)nc(O)cc2=O)cc1
  6.2%	22.4µM*	43.4%[activator]	2.7%	-1.2%	-20.0%	-6.1%	-1.1%

Continued:
Value order: TRb-SRC2 inh	ALDH1A1 block	GoLoco inh red	Lamin A splicing	TexasRed fluor	RECQ1 inh	SMN2 splice up	KDM4E inh
COc1ccc(NC(=O)C2=Cc3cccc(OC)c3OC2)cc1
  4.4%	-10.9%	4.3%	-9.0%[46 µM]	-1.3%	i	12.6µM*	-1.3%
CC(C)(C)c1ccc(OCCC(=O)Nc2cccc(S(=O)(=O)N3CCCCC3)c2)cc1
  -5.1%	?	7.1%	?	-4.3%	0.3%	-74.3%[inhibitor]	-11.2%
CC(C)N(CCNC(=O)C1CCC(=O)N1Cc1ccc(F)cc1)Cc1ccccc1 (stereo not drawn)
  2.6%	?	6.3%	4.3%	-0.2%	i	-6.6%	2.7%
NC(=O)c1ccc(-n2nnnc2SCC(=O)Nc2ccccc2-c2ccccc2)cc1
  -4.8%	-17.6%	4.9%	-19.1%	-7.0%	5.2%	-42.4%[inhibitor]	-1.2%
Cn1c(SCC(=O)NC2CCCCC2)nnc1-c1cc2ccccc2o1
  11.7%	-11.2%	5.1%	6.7%	-2.6%	-1.4%	-18.6%	1.1%
Cc1cc(-c2ccccc2)cc(-c2ccccc2)[n+]1C
  3.4%	-8.0%	8.2%	-11.7%[46 µM]	-0.5%	-0.3%	-30.7%[inhibitor]	?
O=C(CS(=O)(=O)c1cn(Cc2ccc(F)cc2)c2ccccc12)N1CCOCC1
  -1.2%	-3.4%	1.3%	·	-6.4%	i	·	0.9%
CN(C)S(=O)(=O)c1ccc(C(=O)NCCOc2ccccc2)cc1
  -4.4%	-8.4%	-2.8%	-3.0%	1.2%	i	11.2µM*	7.1%

An excerpt. The share of hits here may be higher or lower than overall.
